NPC1 promoter act = NPC1 promoter activation. Huh7 NPC1 promoter luciferase reporter, 24 h. Potency, µM (highest dose often 9.22 µM), inactives show at the highest dose activation, most hits filed as activators. actives 2.4% (n = 320,000). AID 485313;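 also: potency is read from the fitted curve at half-maximal effect; % of control where 0% means no effect; nearly all actives have a fitted effect of over 60% in size; reporter is driven by a mutant NPC1 promoter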
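Luminescence read-out of NPC1 promoter-driven luciferase in stably transfected Huh7 cells; compounds delivered in DMSO and left 24 h at 37C, 5% CO2, qHTS titration format.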
RORgamma inh = ROR gamma (mouse) transcription inhibition; P51450; Drosophila S2 Gal4-RORgamma UAS-luciferase reporter, 20 h; Potency, µM (doses to about 53.6 µM), for the others: at the highest dose activity change, negative = inhibition, hits mostly inhibitors; actives 5.4% (n = 310,000); also: potency is read from the fitted curve at half-maximal effect; % is scaled to controls: 0 for no effect and ±100 for the full control effect; nearly all actives have a fitted effect of over 60% in size
Target sequence (P51450 whole entry, looked up, the tested form may be a part): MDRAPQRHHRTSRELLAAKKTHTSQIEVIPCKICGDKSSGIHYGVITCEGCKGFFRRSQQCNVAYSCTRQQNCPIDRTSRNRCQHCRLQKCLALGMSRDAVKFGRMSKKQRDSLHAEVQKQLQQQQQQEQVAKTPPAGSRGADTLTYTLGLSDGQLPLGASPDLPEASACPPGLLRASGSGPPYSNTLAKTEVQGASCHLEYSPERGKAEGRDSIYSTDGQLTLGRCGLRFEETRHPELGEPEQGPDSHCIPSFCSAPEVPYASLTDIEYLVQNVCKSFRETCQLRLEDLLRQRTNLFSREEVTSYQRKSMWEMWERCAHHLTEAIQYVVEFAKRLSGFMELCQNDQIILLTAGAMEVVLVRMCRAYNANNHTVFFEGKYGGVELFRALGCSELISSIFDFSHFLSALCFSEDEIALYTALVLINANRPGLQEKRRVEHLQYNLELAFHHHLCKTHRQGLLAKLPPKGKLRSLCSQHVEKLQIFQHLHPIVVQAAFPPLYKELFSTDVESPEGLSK
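Read-out: Photinus luciferase luminescence; inhibitors lower reporter signal. Insect Schneider cells with Gal4-ROR gamma fusion under metallothionein promoter, UAS reporter; 700 uM final copper sulfate induction, 20 hr, ambient temperature.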
FLuc counter = firefly luciferase modulation, counter-screen for miR-21 project. P08659. purified FLuc, Km substrates, luminescence inhibition. Potency, µM (highest dose often 57.5 µM), inactives show top-dose activity change, negative = inhibition, usual class: inhibitors. actives 6.9% (n = 360,000). AID 588342;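 also: potency is read from the fitted curve at half-maximal effect; plate controls were vehicle for no effect and reference inhibitor for full effect; nearly all actives have a fitted effect of over 55% in size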
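Purified P. pyralis luciferase (10nM final) with 10uM D-luciferin and 10uM ATP (Km levels) in 50mM Tris acetate pH 7.5, 10mM Mg acetate, 0.01% Tween-20, 0.05% BSA; qHTS 6-point titration, ~60 µM downward; luminescence read.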
Gal4-VP16 FLuc = inhibits Gal4-VP16 luciferase reporter, ROR gamma counter-screen | Potency, µM (doses to about 53.6 µM), for inactives: top-dose activity, negative = inhibition, most hits filed as inhibitors | Drosophila S2 Gal4-VP16 UAS-luciferase, luminescence, 20 h | actives 3.5% (n = 310,000) | AID 2546;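 also: Gal4-VP16 expression switched on by copper sulfate through the metallothionein promoter; potency is read from the fitted curve at half-maximal effect; % is scaled to controls: 0 for no effect and ±100 for the full control effect; nearly all actives have a fitted effect of over 50% in size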
BRCA1 expr act = activators of BRCA1 expression; MCF7-BRCA1-FFLuc reporter, luminescence, 48 h; response scale: scaled: vehicle 0%, 10 µM genistein 100%; Potency, µM (series often up to 46.1 µM), without a hit: at the highest dose activation, usual class: activators; actives 1.1% (n = 380,000); also: potency is read from the fitted curve at half-maximal effect; nearly all actives have a fitted effect of over 80% in size; some results filed as inactive show a strong effect at the top dose
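MCF7-BRCA1-FFLuc cells, 2000/well in phenol-red-free MEM, attached 2 h then treated 48 h at 37 C. Luciferase luminescence read 15 min after reagent; normalized to genistein maximum activation (10microM) and DMSO, concentration-response fitted.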
ELG1 genotoxic = induces genotoxicity in HEK293T cells with luciferase-tagged ELG1. AID 504466. HEK293T ELG1-luciferase reporter, luminescence, 16 h. Potency, µM (titrated, usually from 46 µM), without a hit: top-dose activity change, positive = activation, actives largely listed as activators. actives 1.3% (n = 330,000); also: potency is read from the fitted curve at half-maximal effect; % of control where 0% means no effect; nearly all actives have a fitted effect of over 60% in size
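16 hr compound incubation (37 °C, 5% CO2) of HEK293T cells carrying luciferase-tagged ELG1; luciferase then measured by ONE-Glo luminescence after 30 min at RT.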
Giardia killer = kills Giardia lamblia | Giardia lamblia trophozoite viability | activity change, % at 7.66 µM, hits read low | actives 0.15% (n = 340,000) | AID 540267; in the data active = activity change below about -80%; inconclusive = between about -30% and that limit;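 also: parasites exposed to compound for two days anaerobically before the ATP read; % is scaled to controls: 0 for no effect and ±100 for the full control effect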
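Viability, read as ATP luminescence: trophozoites at 100 cells/well, compound added, 48 hrs anaerobic at 37 deg C, then 15-30 min room-temperature development before reading.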
PKM2 act = PKM2 (human) enzyme activation | AID 1631 | P14618 | actives 0.34% (n = 260,000) | Potency, µM (titrated, usually from 57.5 µM), for inactives: at the highest dose activation, actives largely listed as activators | purified PKM2, Kinase-Glo ATP luminescence, activation; response scale: 0% is enzyme alone, no compound; also: potency is read from the fitted curve at half-maximal effect; % is scaled to controls: 0 for no effect and ±100 for the full control effect; nearly all actives have a fitted effect of over 55% in size
Target sequence (P14618 whole entry, looked up): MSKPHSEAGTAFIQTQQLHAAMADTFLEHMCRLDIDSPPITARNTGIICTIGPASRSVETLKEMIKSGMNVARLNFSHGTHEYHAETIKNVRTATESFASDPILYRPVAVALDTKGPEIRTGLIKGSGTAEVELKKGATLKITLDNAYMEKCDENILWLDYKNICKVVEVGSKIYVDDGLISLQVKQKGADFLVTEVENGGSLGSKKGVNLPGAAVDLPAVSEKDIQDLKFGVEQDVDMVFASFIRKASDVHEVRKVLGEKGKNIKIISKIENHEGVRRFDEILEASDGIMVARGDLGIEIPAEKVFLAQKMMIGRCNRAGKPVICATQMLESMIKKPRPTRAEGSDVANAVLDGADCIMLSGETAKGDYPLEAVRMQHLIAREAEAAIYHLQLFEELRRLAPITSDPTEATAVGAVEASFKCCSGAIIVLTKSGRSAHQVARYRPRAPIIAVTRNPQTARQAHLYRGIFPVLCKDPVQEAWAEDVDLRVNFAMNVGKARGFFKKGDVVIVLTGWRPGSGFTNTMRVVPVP
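Kinase-Glo luminescence reports ATP generated from ADP (0.1 mM) and PEP (0.5 mM) by purified hPK-M2 after 1 h at room temperature, pH 7.2 imidazole buffer; intermediate enzyme activity allows detecting inhibitors and activators.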
p53 reactivation = mutant p53 re-activation in reporter cells; Potency, µM (doses to about 92.2 µM), inactives show at the top dose activity change, positive = activation, hits mostly activators; H1299 p53-A138V BP100-luciferase reporter, luminescence, 24 h; actives 0.063% (n = 320,000); also: potency is read from the fitted curve at half-maximal effect; % of control where 0% means no effect; nearly all actives have a fitted effect of over 45% in size
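p53-null H1299 cells stably carrying temperature-sensitive p53-A138V and a BP100-luciferase reporter were pinned with compounds (4-point, 1:5 series) and held 24 hrs at 37 deg C. Luminescence was read 10 min after detection reagent.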
Menin MLL FP TR = menin-MLL binding inhibition, Texas Red mutant peptide. O00255. Menin + Texas Red MLL mutant peptide, fluorescence polarization. Potency, µM (top dose mostly 61.6 µM), for inactives: at the highest dose FP activity change, negative = inhibition, usual class: inhibitors. actives 0.23% (n = 270,000). AID 1768; active = well fitted inhibition curve with a large enough effect in the polarisation, with a control signal flat, not every such curve was filed as active; inconclusive = small, poorly fitted or top-dose-only effect, or effect the other way, or a change in a side signal; inactive = no such curve, though single readings can be large or run the other way; the % refers to the polarisation; also: potency is read from the fitted curve at half-maximal effect; % of control where 0% means no effect; many of its hits are not listed in these tables
Rab9 promoter act = activates the Rab9 promoter; Huh7 Rab9 promoter-luciferase reporter, luminescence, 24 h; Potency, µM (doses to about 9.22 µM), for inactives: top-dose activation, negative = inhibition, actives largely listed as activators; actives 2.8% (n = 320,000); AID 485297; also: potency is read from the fitted curve at half-maximal effect; % of control where 0% means no effect; nearly all actives have a fitted effect of over 60% in size
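Quantitative HTS format; Huh7 Rab9-luciferase reporter cells (1500/well) receive compound 2 h post-plating, incubate 24 h at 37 °C, then get luciferase reagent for 10 min before luminescence reading.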
* marks the source's active call; other numbers are inactive results; u = inconclusive; x = no result given; [ ] = dose if it differs, or a comment. Unless noted, calls follow the shape of the dose curve; as a rule, active = well fitted curve in the direction sought with a large enough effect; inconclusive = small, poorly fitted or top-dose-only effect, or another doubt; inactive = no such curve, though single readings can be large; an effect the other way counts as inactive or inconclusive. Only part of the results is shown; the hit share may differ from the screen's.

Molecule	NPC1 promoter act	RORgamma inh	FLuc counter	Gal4-VP16 FLuc	BRCA1 expr act	ELG1 genotoxic	Giardia killer	PKM2 act	p53 reactivation	Menin MLL FP TR	Rab9 promoter act
Cc1nnc(SCC(=O)N2CCN(Cc3ccccc3)CC2)s1	-8.4%	4.8%[0.365 µM]	0.7%	x	1.2%	11.6%	8.4	12.7%	5.8%	4.2%	2.2%
COC(=O)C1C(=O)C2=C(CC1C)NC(C)=C(C(=O)OC(C)C)C2c1ccc(C)o1 (centres undefined)	-1.7%	31.2%	1.5%	14.1%	7.6%	3.5%	18.9	-0.4%	-8.0%	-1.9%	10.6%
CC(=O)Nc1c(C(=O)c2ccc(F)cc2)oc2ccccc12	-0.1%	5.7%	5.0%	-5.6%	-0.1%	-2.5%	-5.6	10.3%	-1.0%	-1.8%	-7.6%
COc1ccc(CCNc2nc(=S)[nH]c3cc(OC)c(OC)cc23)cc1OC	-12.9%	10µM*	-0.9%	u	-12.7%	-6.6%	7.1	0.4%	-4.4%	-5.8%	-13.1%
Cc1ccc(-c2csc3ncnc(N4CCN(c5ccccc5O)CC4)c23)cc1	-7.6%	13.2%	1.1%	-5.2%	11.1%	-15.4%	u	x	-6.2%	x	0.9%
CCOC(=O)c1ccc(CNC(=O)CSc2nnc(-c3ccncc3)o2)cc1	1.6%	6.6%	-1.3%	u	12.5%	1.2%	16.6	1.5%	-1.8%	-4.8%	11.3%
CCOC(=O)C(O)(C1C(=O)CC(C)(C)CC1=O)C(F)(F)F (centres undefined)	-0.1%	u	-4.8%	3.3%	7.4%	-1.4%	7.1	-0.5%	-3.7%	-0.2%	2.5%
Cc1ccccc1-c1nnn(CC(=O)NCc2ccc3c(c2)OCO3)n1	-2.7%	3.6%[10 µM]	-0.1%	3.1%	8.8%	0.9%	4.4	13.5%	-2.6%	-18.4%	0.2%
CCCc1cc(C(=O)Nc2c(C)n(C)n(-c3ccccc3)c2=O)no1	6.9%	39.6%	-1.1%	-11.3%	-10.9%	3.6%	11.2	-14.5%	-3.7%	-7.2%	-4.2%
O=C(Nc1ccccc1)N(Cc1cccnc1)Cc1ccco1	2.6%	26.2%[0.365 µM]	3.1%	x	4.0%	-2.6%	-11.9	-4.0%	-7.6%	1.0%	-2.4%
COc1ccc(N(C)C(=O)c2ccc3c(c2)nnn3C)cc1	-5.3%	14.8%	0.0%	-9.6%	9.3%	7.5%	-1.5	3.1%	-1.5%	-2.8%	-5.3%
Cc1ccccc1-n1c(=O)n(CCc2ccccc2)c(=O)c2[nH]cnc21	-6.4%	2.8%	-0.2%	-14.7%	2.7%	2.9%	-21.5	16.0%	-9.8%	x	-7.5%
O=C(CCCc1nc2ccccc2s1)NC1CCOC1=O (centres undefined)	-3.9%	2.5%	-7.3%	2.7%	18.1%	-0.7%	30.2[activator]	-0.5%	1.4%	2.8%	2.7%
O=S1(=O)CC(O)C(Nc2ccccc2Cl)C1 (centres undefined)	3.3%	4.0%	2.5%	-5.3%	0.7%	0.0%	1.2	-16.8%	1.1%	16.2%	-2.0%
CC(C)Cc1cc(C(=O)N2CCC(N3CCC(C(=O)N4CCOCC4)CC3)CC2)n[nH]1	-0.4%	-0.9%	-3.0%	2.2%	1.8%	1.0%	23.9	0.2%	-1.5%	-6.4%	-0.8%
Cc1nn(C)c(C(=O)Sc2cccc(Cl)c2)c1[N+](=O)[O-]	-2.0%	-9.3%	-12.0%	-3.6%	-2.0%	-2.7%	-12.2	1.5%	-3.0%	x	-1.4%
O=C1Cc2cccc3cccc1c23	-3.8%	-11.4%	-1.7%	2.5%	-8.5%	1.8%	14.0	1.4%	4.0%	0.3%	-2.2%
Cc1cc(-n2c(C)cc(C(=O)CSc3ccc4c(c3)OCCO4)c2C)no1	-1.2%	41.6%	u	7.4%	-10.8%	-0.8%	3.4	-38.2%	u	8.2%	-0.1%
CCN(CC)S(=O)(=O)c1ccc(N2CCOCC2)c(NCC(=O)Nc2ccc(F)cc2)c1	-7.4%	34.0%	3.8%	1.9%	-8.7%	2.5%	14.7	1.3%	-1.9%	15.2%	-3.9%
Cc1cc2ncn(CCC(=O)NC3CCCC3)c2cc1C	-1.6%	24.6%	-3.2%	-10.2%	1.4%	-7.2%	1.3	0.0%	-3.6%	9.7%	-10.2%
Cc1cccn2c(=O)c(/C=C(\C#N)C(N)=O)c(N3CCN(c4ccccc4)CC3)nc12	-3.5%	-7.6%	1.4%	2.5%	-68.6%	-5.5%	-11.3	x	-10.1%	-7.6%	-10.3%
COc1ccc(C(NC(=O)CN2C(=O)NC3(CCc4ccccc43)C2=O)c2ccccc2)cc1 (centres undefined)	-3.3%	x	0.0%	x	10.1%	-0.4%	-6.2	x	-3.5%	x	-2.0%
S=C(NCc1ccccn1)Nc1cccc(Cl)c1	15.8%	6.31µM*	0.1%	12.6µM*	33.2%	-0.8%	-9.9	-0.3%	1.9%	2.0%	u
CSc1ccc(CN(C)Cc2cc(=O)oc3c(C)c(C)ccc23)cc1	-6.8%	8.6%	-0.3%	u	-27.4%	-10.2%	-1.6	x	-0.8%	u	1.1%[1.84 µM]
CCN1CCN(c2c(Cl)cccc2NC(=O)c2cccs2)CC1	0.3%	18.4%	0.7%	12.3%	-1.6%	3.5%	0.5	8.8%	0.8%	x	-3.1%
Cn1cc(Br)c(C(=O)Nc2ncc(Br)s2)n1	3.55µM*	-0.7%	-16.0%	-4.7%[10 µM]	54.2%	u	-7.0	-45.6%	4.7%	24.2%	2.51µM*
CNC(=O)CSCCn1c(SCC(=O)NC)nc2ccccc2c1=O	6.9%	12.2%[10 µM]	1.2%	-0.9%	0.0%	13.7%	7.5	9.4%	-2.0%	-1.8%	1.9%
COc1ccc(N2CCN(C(=O)CSc3nnc4c(C)cc5ccc(C)c(C)c5n34)CC2)cc1	-2.7%	-3.2%	-1.9%	0.3%[0.365 µM]	-0.4%	-9.3%	18.2	6.2%	-9.3%	-4.9%	-11.6%
CS(=O)(=O)N(CC(=O)Nc1ccccc1C(=O)N1CCCC1)c1cccc([N+](=O)[O-])c1	-1.6%	-4.4%	-0.3%	-11.4%[10 µM]	-2.7%	-3.3%	-9.6	-3.8%	8.5%	16.3%	-3.6%
CCOc1ccc(CCNS(=O)(=O)c2cn(C)cn2)cc1OCC	3.4%	-9.9%	1.5%	4.0%	0.0%	1.5%	-13.9	x	2.3%	x	-3.2%
CC(=O)Nc1ccc(S(=O)(=O)N2CCC(=O)Nc3ccccc32)cc1	-3.1%	-16.2%	1.1%	1.7%	0.7%	2.6%	6.2	-1.0%	1.0%	24.5%	-0.7%
Cc1ccc(NC(=O)c2cccc(C(=O)Nc3ccc(C)cc3C(=O)O)c2)c(C(=O)O)c1	-0.5%	-18.0%	26.9µM*	-13.9%	1.0%	-10.6%	26.2	x	5.3%	58.8%[activator]	-3.9%[1.84 µM]
Cc1cccc(N2CCN(C(=O)c3ccc(Cl)c(S(=O)(=O)N4CCc5ccccc5C4)c3)CC2)c1C	-13.5%	9.6%[10 µM]	1.7%	4.8%	-34.3%	-3.7%	-7.0	-7.2%	3.2%	-6.4%	-29.8%
COc1ccc(NC(=O)N2CCC(CO)(CC3CCCCO3)CC2)c(OC)c1 (centres undefined)	-1.3%	23.7%	-3.2%	3.3%	0.0%	0.2%	-14.6	0.0%	-2.5%	x	-4.7%
CCCC1=NN(c2ccc([N+](=O)[O-])cc2)C(=O)/C1=C/N(C)C	18.3%	29.0%	10.7µM*	u	6.0%	12.7%	-5.3	-11.8%	u	u	1.1%
CC(c1ccccc1)C1CC(=O)N(Cc2ccco2)C1=O (centres undefined)	-3.3%	-19.8%	4.0%	4.0%	-4.2%	-1.4%	10.4	u	-0.2%	2.0%	-0.8%
C=C(C)COc1ccc(-c2n[nH]c(C)c2Oc2ccccc2OC)c(O)c1	1.0%	1.58µM*	-10.1%	-15.9%	-71.2%	-6.1%	-18.8	-8.6%	-37.2%[inhibitor]	u	1.6%
CCc1cc(=O)oc2cc(C)cc(OCC(=O)N3CCC(C(=O)O)CC3)c12	2.6%	-8.6%	0.7%	-3.2%	-12.3%	-2.0%	-11.7	7.1%	6.3%	-19.8%	2.7%
O=C1C=C(c2cccc3c2sc2ccccc23)C[C@@H](c2ccc(Cl)cc2)C1	0.8%	x	-2.7%	x	0.0%	-3.8%	8.8	x	12.7%	x	-2.9%
CC(C)c1ccc(/C=C/C(=O)Nc2nncs2)cc1	0.891µM*	12.6µM*	0.757µM*	-29.8%	u	u	-16.2	-5.6%	u	4.4%	0.501µM*

High-throughput results as filed in PubChem BioAssay.
